FBW7 act – activators of human E3 ligase FBW7. AlphaScreen FBW7–phospho-cyclin E peptide binding, activator screen. normalized activity (activation), % at 26.1 µM. 0.13% of 650,000 active. AID 1259310; in the data active means normalized activity above about 1.9%;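 further: purified mutant Fbw7 with reduced substrate affinity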
Target sequence (Q969H0 whole entry, looked up): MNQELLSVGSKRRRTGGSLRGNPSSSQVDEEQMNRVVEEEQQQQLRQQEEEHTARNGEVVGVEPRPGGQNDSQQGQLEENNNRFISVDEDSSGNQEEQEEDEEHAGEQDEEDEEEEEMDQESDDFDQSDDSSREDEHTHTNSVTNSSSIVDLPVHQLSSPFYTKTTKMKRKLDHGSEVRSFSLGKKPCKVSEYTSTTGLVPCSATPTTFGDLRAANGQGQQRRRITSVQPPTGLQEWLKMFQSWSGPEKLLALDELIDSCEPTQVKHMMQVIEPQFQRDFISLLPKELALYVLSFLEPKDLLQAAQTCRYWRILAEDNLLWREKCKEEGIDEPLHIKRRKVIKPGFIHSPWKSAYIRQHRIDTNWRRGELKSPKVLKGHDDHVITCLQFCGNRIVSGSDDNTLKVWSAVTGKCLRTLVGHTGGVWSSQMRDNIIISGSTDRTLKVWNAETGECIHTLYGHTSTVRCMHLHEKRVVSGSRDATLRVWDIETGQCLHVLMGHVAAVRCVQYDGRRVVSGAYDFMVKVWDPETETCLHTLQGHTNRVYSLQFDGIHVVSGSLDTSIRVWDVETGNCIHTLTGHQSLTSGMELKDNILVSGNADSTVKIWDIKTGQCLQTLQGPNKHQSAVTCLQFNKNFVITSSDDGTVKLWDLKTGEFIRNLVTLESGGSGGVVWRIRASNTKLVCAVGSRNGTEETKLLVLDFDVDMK
TEAD-YAP inh – TEAD-YAP interaction inhibition; inhibition, % at 9.12 µM; HEK-TIYL cells, TEAD-Gal4/YAP UAS-luciferase luminescence; 1.4% of 640,000 active; in the data active means inhibition above about 32%;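 further: 0% = median of test compound wells and 100% = reference inhibitor wells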
MITF inh – inhibitors of human MITF; AlphaScreen MITF homodimerization, bead proximity signal; O75030; 0.91% of 650,000 active; inhibition, % at 2.6 µM; AID 1259374; in the data active means inhibition above about 50%;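 further: 0% = vehicle wells with protein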
GPR151 activ – activates the human receptor GPR151 | PathHunter beta-arrestin GPR151 cells, luminescence | activation, % at 11.2 µM | AID 1508602 | 1% of 650,000 active | Q8TDV0; in the data active means activation above about 4.9%;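 further: 0% = median of compound wells and 100% = cells with positive control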
An asterisk follows results filed as active. Compounds were not picked by outcome; about 3.4% have a hit in one of these screens.

cpd	smiles	FBW7 act	TEAD-YAP inh	MITF inh	GPR151 activ
1	O=C(CCC1(Cc2ccco2)CCC(=O)N1)NCc1nc2c(s1)CCCC2 (centres undefined)	0.1	-6	4	1.8
2	CN1CCN(c2ccc(-c3nc(NC4CC4)c4ncn(Cc5ccc(C(F)(F)F)cc5)c4n3)cc2)CC1	0.2	-13	14	-1.8
3	COCC(=O)N1CCCC(c2[nH]ncc2-c2ccccc2F)C1 (centres undefined)	0.1	-3	5	-0.3
4	Cc1c(C(=O)N2CCN(C)CC2)sc2ncn(CC(=O)N3CC(C)CC(C)C3)c(=O)c12 (centres undefined)	-0.1	6	-4	2.4
5	Cc1cc(C)c2c(-n3cccc3)c(C(=O)O)sc2n1	-0.1	-3	-4	-0.8
6	Cc1ccc(S(=O)(=O)N(CC(=O)NC2CC2)Cc2ccccc2Cl)cc1	0.0	6	10	1.2
7	CC(=O)Nc1cccc(-n2cc3c(c2-c2ccc(C)cc2)c(=O)n(C)c(=O)n3C)c1	0.0	-11	-1	-0.5
8	CCOc1ccc(S(=O)(=O)n2cnc3cc(C)c(C)cc32)cc1	0.0	34*	-3	0.7
9	Cc1ccc2cc(CN(CC3CCCO3)C(=O)c3ccc(Cl)cc3)c3nnnn3c2c1 (centres undefined)	-0.1	-4	-9	0.3
10	O=C1NC(c2ccc(Br)cc2)=N/C1=C/c1ccc([N+](=O)[O-])cc1	0.1	3	22	-0.1
11	COc1ccc(Cl)cc1NC(=O)C(=O)NCC1CCCO1 (centres undefined)	-0.1	6	14	0.0
12	N#Cc1c(Cl)nc(Nc2cccc(F)c2)c(Cl)c1Cl	0.1	21	1	-1.3
13	Cc1nc(NC(=O)c2ccc([N+](=O)[O-])cc2)sc1C(=O)N1CCOCC1	0.0	-3	2	0.7
14	NC(=O)c1ccccc1N/C=C/C(=O)c1ccc(Cl)cc1Cl	0.2	29	4	-6.1
15	COc1ccc(C(CC(=O)Nc2ccccc2OC)N2Cc3ccccc3C2=O)cc1 (centres undefined)	0.1	-8	0	-1.2
16	COc1cccc(CNC(=O)C(NS(=O)(=O)c2ccc3nc(C)sc3c2)C(C)C)c1 (centres undefined)	-0.1	-6	-6	0.0
17	Cc1cc(/C=C2/NC(=O)NC2=O)c(C)n1-c1ccccc1	-0.1	-9	-4	0.3
18	CC(Oc1ccc(Br)cc1)C(=O)N/N=C/c1cccc([N+](=O)[O-])c1 (centres undefined)	0.0	6	9	1.0
19	Cc1c(C)n(CC(O)CNC(C)(C)C)c2ccccc12 (centres undefined)	-0.1	7	31	0.0
20	Cc1cc2c(N(C)CCO)ncnc2s1	0.2	-2	-11	-1.9
21	Cc1cc(C)c2c(n1)sc1c2nc(C)n2c3ccccc3nc12	0.1	0	2	1.0
22	COc1cccc(C(=O)Nc2cccc(-c3nc4cc(Cl)cc(Cl)c4o3)c2)c1	-0.1	9	-2	1.2
23	Cc1cc(S(=O)(=O)N2CCOC23CCN(C(=O)COc2ccccc2C)CC3)ccc1F	-0.1	6	-2	-0.4
24	CC(/C=C/c1ccccc1)=N/OC(=O)c1ccc([N+](=O)[O-])cc1	-0.1	-5	-1	-2.3
25	Nc1nc(NCCN2CCOCC2)cc(Nc2ccc(C(F)(F)F)cc2)n1	-0.1	-2	4	-1.2
26	CCCCCC(=O)NNC(=O)Cc1ccc(OC)cc1	0.7	-6	20	0.5
27	COc1ccc(/C=C/C(=O)OCc2nnc(-c3ccc([N+](=O)[O-])cc3)o2)cc1	0.0	3	6	-1.5
28	CC(NC(=O)c1ccc([N+](=O)[O-])cc1)C(c1cccs1)N1CCCC1 (centres undefined)	0.0	12	-18	-0.2
29	Cc1oc2nc(SCC(=O)N3CCCCC3)nc(N)c2c1C	-0.2	-3	-9	-0.5
30	C=CCn1c(SCC(=O)Nc2c(C)cccc2C)nc2sc3c(c2c1=O)CCCC3	-0.1	-4	-3	-0.3

Full records as entered above.
Shown for Cc1nc(NC(=O)c2ccc([N+](=O)[O-])cc2)sc1C(=O)N1CCOCC1 : FBW7 act = 0.0; TEAD-YAP inh = -3; MITF inh = 2; GPR151 activ = 0.7
Shown for Cc1oc2nc(SCC(=O)N3CCCCC3)nc(N)c2c1C : FBW7 act = -0.2; TEAD-YAP inh = -3; MITF inh = -9; GPR151 activ = -0.5

Next results follow.
cpd	smiles	FBW7 act	TEAD-YAP inh	MITF inh	GPR151 activ
31	COc1cccc(/C=N/Nc2nc(-c3cc4ccccc4oc3=O)cs2)c1	0.2	-7	2	0.0
32	COc1cccc(OC)c1C(=O)N=c1sc2cc(F)ccc2n1C	-0.1	9	11	1.8
33	CNC(=S)NCCCN1CCN(c2ccc(F)c(Cl)c2)CC1	0.1	5	-1	0.8
34	CCOC(=O)CNc1c(N2CCN(C)CC2)c(=O)c1=O	0.1	-1	-1	-1.0
35	Cn1c(C(=O)O)c(CNC2CCCc3ccccc32)c2ccccc21 (centres undefined)	-0.1	6	16	-0.3
36	O=C1c2cccc([N+](=O)[O-])c2C(=O)c2c1cccc2S(=O)(=O)O	0.7	4	-4	-0.7
37	Cc1cc(NCCCN2CCCC2=O)nc(NCc2cccnc2)n1	0.1	-7	-1	-1.3
38	Cc1cc2ncn(-c3ccc(S(=O)(=O)N4CCOCC4)cc3[N+](=O)[O-])c2cc1C	0.1	4	-1	0.8
39	Cn1c(C(=O)N2CCN(Cc3ccccc3)CC2)cc2c(=O)n3ccccc3nc21	0.0	-1	5	1.2
40	Cn1ncc(C(N)=O)c1NC(=S)NC(=O)c1ccc(Br)o1	-0.1	6	-2	0.5
41	CCOC(=O)C1=C(Cc2ccc(OC)cc2)C(=O)c2ccccc2C1=O	0.2	46*	12	-0.9
42	Cc1nn(Cc2ccc(C(=O)NC3CCCC3)o2)c(C)c1[N+](=O)[O-]	0.0	6	0	5.5*
43	CCOC(=O)C1=C(CSc2nc3c(c(-c4cccs4)c2C#N)CCCC3)OC(N)=C(C#N)C1c1ccc(Cl)cc1 (centres undefined)	0.0	-8	-1	-0.2
44	COC(=O)c1ccc(CSc2ccc3nnc(-c4ccccc4)n3n2)o1	-0.2	8	1	1.5
45	CC1CCCN(c2nc3c(c(=O)[nH]2)CN(Cc2cc(F)ccc2F)CC3)C1 (centres undefined)	-0.1	-6	0	1.3
46	COc1cc(C(=O)NCCc2c(C)[nH]c3ccc(OC(F)(F)F)cc23)cc(OC)c1OC	-0.2	-10	-7	1.7
47	O=C(O)C1CCN(C(=O)c2ccc(Br)cc2)CC1	0.0	1	6	2.5
48	O=C1N=C(N2CCOCC2)S/C1=C\c1cccc2ccccc12	0.3	-40	17	6.1*
49	COC(=O)c1cccc(-n2nc(-c3nc4ccccc4s3)c(N)c2C(=O)OC)c1	0.1	-1	7	0.1
50	CCCCSc1nc2sc3c(c2c(=O)n1C1CCCCC1)CCc1ccccc1-3	0.3	5	12	0.5
51	CCOC(=O)c1cnc2ccc(OCC)cc2c1Nc1cccc(C(=O)OC)c1	-0.1	-4	0	0.4
52	COc1ccc(/C=C2\C=C(c3ccccc3)N(c3ccc(N(C)C)cc3)C2=O)cc1Br	-0.2	0	-5	0.1
53	COc1cccc(Nc2c3c(nc4ncnn24)CCC3)c1	-0.1	-14	13	-0.1
54	CCOc1ccc(NC(=O)CC2C(=O)NCCN2C(=O)c2ccccc2)cc1 (centres undefined)	0.9	4	20	-0.2
55	CCOC(=O)c1ccc(NC(=O)C(=O)NCc2ccc3c(c2)OCO3)cc1	0.0	-5	-4	-0.8
56	CCOC(=O)c1c[nH]c2c(OC)cccc2c1=O	0.2	-2	0	0.5
57	CCOC(=O)CSc1nc2ccsc2c(=O)n1CCCCCC(=O)NCCc1ccccc1	-0.1	4	-3	0.8
58	COc1ccccc1CNC(=O)C(C)Oc1cccc(Cl)c1 (centres undefined)	0.2	-12	-5	0.2
59	CCc1c(C)sc2ncn(C3CCN(Cc4ccncc4)CC3)c(=O)c12	0.1	9	-1	0.4
60	O=C(NCCOc1ccccc1)c1ccc2nc(NCc3cccnc3)sc2c1	0.0	-54	5	0.8
61	COc1cccc(N(CC(=O)NC2CCCCC2)C(=O)CCC(=O)Nc2nccs2)c1	0.0	3	6	-0.4
62	Cc1cccc(-n2nc3c(c2NC(=O)c2ccccc2C(F)(F)F)CSC3)c1C	0.1	9	-9	2.9
63	CCOc1ccc(NC(=O)N2CCCCCC2)cc1	0.1	-34	-16	0.4
64	CC(=O)Oc1ccc(/C=C2N=C(/C=C/c3cccc(Cl)c3Cl)OC\2=O)cc1	0.1	7	-17	0.0
65	CCOc1cc(C(=O)NCC(O)c2ccc([N+](=O)[O-])cc2)cc(OCC)c1OCC (centres undefined)	-0.1	4	3	0.6
66	CCOC(=O)N1CCC(NC(=O)Cn2ncc3c(=O)oc4ccccc4c32)CC1	0.1	2	1	0.6
67	COc1ccc(C(=O)N(Cc2nc(-c3ccc(C)cc3)no2)C(C)C)cc1OC	-0.1	-2	7	-0.3
68	CSCCC(NCCC(O)c1ccccc1)C(=O)O (centres undefined)	0.0	8	2	0.5
69	Cc1cc(NC(=S)Nc2cccnc2)ccc1I	0.3	4	17	3.5
70	CC(=O)Oc1cccc(C(=O)Nc2cccc(C(=O)Nc3nccs3)c2)c1	-0.2	11	7	1.3
71	CC1(C)Cc2c(c(N3CCOCC3)nc3sc(C(=O)Nc4ccccc4)c(N)c23)CO1	0.1	5	4	-0.1
72	Cc1cc(=O)oc2c3c(ccc12)OCN(c1ccc(Cl)cc1)C3	-0.3	5	-12	-0.6
73	C=CCN(CC=C)S(=O)(=O)c1ccc(C(=O)Nc2sc3c(c2C#N)CCC3)cc1	0.1	-13	4	0.4
74	O=C(c1ccc(OC2CCN(Cc3ccccn3)CC2)cc1)N1CCCCCC1	-0.1	5	-6	1.5
75	CCOC(=O)Cc1ccc(N(Cc2ccc(Cl)cc2)S(=O)(=O)c2ccc(F)c(C)c2)cc1	-0.2	-6	3	0.9
76	COCCCN1C(=O)CC(CC(=O)NCc2cc(F)ccc2C)(c2ccccc2C)C1=O (centres undefined)	-0.1	-8	-13	1.3

By substructure, the compounds so far containing a nitro group on carbon (ten)
cpd	smiles	FBW7 act	TEAD-YAP inh	MITF inh	GPR151 activ
10	O=C1NC(c2ccc(Br)cc2)=N/C1=C/c1ccc([N+](=O)[O-])cc1	0.1	3	22	-0.1
13	Cc1nc(NC(=O)c2ccc([N+](=O)[O-])cc2)sc1C(=O)N1CCOCC1	0.0	-3	2	0.7
18	CC(Oc1ccc(Br)cc1)C(=O)N/N=C/c1cccc([N+](=O)[O-])c1 (centres undefined)	0.0	6	9	1.0
24	CC(/C=C/c1ccccc1)=N/OC(=O)c1ccc([N+](=O)[O-])cc1	-0.1	-5	-1	-2.3
27	COc1ccc(/C=C/C(=O)OCc2nnc(-c3ccc([N+](=O)[O-])cc3)o2)cc1	0.0	3	6	-1.5
28	CC(NC(=O)c1ccc([N+](=O)[O-])cc1)C(c1cccs1)N1CCCC1 (centres undefined)	0.0	12	-18	-0.2
36	O=C1c2cccc([N+](=O)[O-])c2C(=O)c2c1cccc2S(=O)(=O)O	0.7	4	-4	-0.7
38	Cc1cc2ncn(-c3ccc(S(=O)(=O)N4CCOCC4)cc3[N+](=O)[O-])c2cc1C	0.1	4	-1	0.8
42	Cc1nn(Cc2ccc(C(=O)NC3CCCC3)o2)c(C)c1[N+](=O)[O-]	0.0	6	0	5.5*
65	CCOc1cc(C(=O)NCC(O)c2ccc([N+](=O)[O-])cc2)cc(OCC)c1OCC (centres undefined)	-0.1	4	3	0.6

Source: PubChem (The Scripps Research Institute Molecular Screening Center)
